Apaf-1 inh: human Apaf-1 inhibition; reconstituted apoptosome caspase-3 activity, DEVD-Rh110 fluorescence; inhibition, % at 20 µM; 330,000 tested, 0.71% active; active = inhibition of at least 40% at 20 µM;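 also: plate controls were DMSO wells for no effect and DEVD-CHO caspase inhibitor wells for full effect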
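System: reconstituted apoptosome with Apaf-1, cytochrome c, caspase-9, procaspase-3, dATP; Signal: Rh110 fluorescence intensity; Schedule: 30 min compound preincubation, 50 min activation, room temperature; Reagent: cytochrome c trigger plus (Z-DEVD)2-Rh110 caspase-3 substrate.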
TIM10 inh: TIM10 yeast growth inhibition; S. cerevisiae TIM10 strain growth, BacTiter-Glo luminescence, 24 h; inhibition, % at 10 µM; 330,000 tested, 1.4% active;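 active = inhibition of 40% or more at the single tested concentration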;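 also: wild-type TIM10 isogenic control strain grown at permissive 25 °C; 0% = DMSO yeast wells and 100% = minimal medium wells without yeast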
hIAP activ: increases human intestinal alkaline phosphatase activity; P09923; purified human IAP, CDP-Star luminescence, 30 min; hits give high values; 1 = vehicle-only enzyme, 0 = enzyme-free background; activation factor at 10 µM; 330,000 tested, 0.16% active; AID 2524;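 active = activation factor of the enzyme at least 2-fold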; also: the source names both 10 and 20 µM as test concentration; values of inactives mirror those of a sister screen read the other way
Target sequence (P09923 whole entry, looked up): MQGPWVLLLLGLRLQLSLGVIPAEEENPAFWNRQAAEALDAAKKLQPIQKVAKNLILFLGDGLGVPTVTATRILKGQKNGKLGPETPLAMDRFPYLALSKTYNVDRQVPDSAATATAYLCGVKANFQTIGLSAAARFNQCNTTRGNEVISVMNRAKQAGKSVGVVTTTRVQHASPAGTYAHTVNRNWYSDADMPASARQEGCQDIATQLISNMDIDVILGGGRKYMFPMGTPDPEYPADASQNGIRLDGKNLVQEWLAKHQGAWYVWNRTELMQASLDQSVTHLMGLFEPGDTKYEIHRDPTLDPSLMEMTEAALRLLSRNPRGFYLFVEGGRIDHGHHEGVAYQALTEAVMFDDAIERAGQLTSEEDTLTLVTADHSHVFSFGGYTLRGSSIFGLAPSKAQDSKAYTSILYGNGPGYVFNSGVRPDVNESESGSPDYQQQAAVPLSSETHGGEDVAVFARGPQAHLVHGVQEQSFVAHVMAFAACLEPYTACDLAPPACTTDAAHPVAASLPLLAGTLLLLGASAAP
hIAP block: blocks human intestinal alkaline phosphatase; P09923; purified IAP, CDP-Star luminescence, 30 min; AID 2544; inhibition, % at 10 µM; 330,000 tested, 0.12% active;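 active = inhibition reaching a set limit with compound at 10 µM in the primary screen, cut at about 35% in these data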;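 also: plate controls were DMSO wells with enzyme for no effect and no-enzyme buffer wells for full effect; values of inactives mirror those of a sister screen read the other way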
ATG4B inh: blocks human ATG4B protease cleavage of LC3 substrate | Q9Y4P1 | ATG4B cleavage of LC3-PLA2, NBD-HPC fluorescence, 1 h | inhibition, % at 8.33 µM | 340,000 tested, 0.51% active | AID 504462; in the data active = inhibition above about 40%
Target sequence (Q9Y4P1 whole entry, looked up): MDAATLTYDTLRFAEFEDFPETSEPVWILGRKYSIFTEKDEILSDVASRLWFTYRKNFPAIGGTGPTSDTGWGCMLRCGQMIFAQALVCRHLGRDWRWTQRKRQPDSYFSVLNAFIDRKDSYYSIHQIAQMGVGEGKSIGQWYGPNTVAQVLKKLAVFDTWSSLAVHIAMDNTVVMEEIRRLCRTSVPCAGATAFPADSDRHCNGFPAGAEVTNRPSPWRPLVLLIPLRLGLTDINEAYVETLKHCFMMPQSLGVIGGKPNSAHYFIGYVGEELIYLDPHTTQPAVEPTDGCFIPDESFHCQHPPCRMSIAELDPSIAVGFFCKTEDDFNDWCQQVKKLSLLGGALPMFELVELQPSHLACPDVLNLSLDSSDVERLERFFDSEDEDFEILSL
mIAP inh: blocks mouse intestinal alkaline phosphatase | purified mouse IAP, CDP-Star luminescence, 30 min | inhibition, % at 10 µM | 330,000 tested, 0.2% active | AID 2806;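 active = inhibition of at least 40% at 10 µM in the primary screen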;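 also: plate controls were DMSO with enzyme for no effect and no enzyme wells for full effect; values of inactives mirror those of a sister screen read the other way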
NLRP3 yeast inh: NALP3 inhibition in yeast. Yeast reconstituted NLRP3/ASC/caspase-1, beta-gal luminescence, 24 h. inhibition, % at 10 µM. 330,000 tested, 0.39% active. AID 2825;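 active = inhibition of 50% or more; inactive = inhibition below 50%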;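 also: plate controls were induced DMSO wells for no effect and uninduced yeast grown without galactose for full effect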
mIAP activ: increases mouse intestinal alkaline phosphatase activity. muIAP, CDP-Star luminescence, 30 min; hits give high values; 1 = vehicle-only enzyme signal, 0 = enzyme-free wells. activation factor at 10 µM. 330,000 tested, 0.24% active;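 active = activation factor of at least 2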; also: the source names both 10 and 20 µM as test concentration; values of inactives mirror those of a sister screen read the other way
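System: Mouse IAP enzyme | Also added: CDP-Star substrate | Dosing: Compounds dispensed in DMSO | Schedule: 30 min enzyme-substrate-compound incubation at room temperature | Technique: Chemiluminescence readout | Control set: DMSO-only wells and no-enzyme negative control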
tim10-1 inh: growth inhibitors of tim10-1 mutant yeast. S. cerevisiae tim10-1 ts strain growth, BacTiter-Glo, 24 h. inhibition, % at 20 µM. 330,000 tested, 2.2% active. AID 463190;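 active = inhibition of at least 40%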;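 also: mutant grown at 25 °C; 0% = DMSO wells with yeast and 100% = wells holding no yeast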
* = called active by the depositor.

`CN(CCCC(=O)NC1CC(C)(C)NC(C)(C)C1)S(=O)(=O)c1ccc([N+](=O)[O-])cc1` gave Apaf-1 inh 10, TIM10 inh -10, hIAP activ 1, hIAP block 0, ATG4B inh -7, mIAP inh -10, NLRP3 yeast inh 4, mIAP activ 1.1 and tim10-1 inh 4.
For COCc1nc2ccccc2n1Cc1ccc(Br)cc1 the results were Apaf-1 inh 12, TIM10 inh -15, hIAP activ 1.1, hIAP block -11, ATG4B inh 1, mIAP inh 0, NLRP3 yeast inh 38, mIAP activ 1 and tim10-1 inh 18.
O=C(Cc1ccc(F)cc1)N1CCC2(CC1)NCCc1[nH]cnc12 was read as Apaf-1 inh -10, TIM10 inh -2, hIAP activ 1.1, hIAP block -10, ATG4B inh 5, mIAP inh -8, NLRP3 yeast inh 19, mIAP activ 1.1 and tim10-1 inh -7.
`O=C1NCC2=C1C(c1ccccc1)Nc1ccccc1N2` (stereo not given) gave Apaf-1 inh 10, TIM10 inh 7, hIAP activ 0.8, hIAP block 20, ATG4B inh -11, mIAP inh 17, NLRP3 yeast inh 12, mIAP activ 0.83 and tim10-1 inh -1.
For CC(=O)Nc1ccccc1OCC(=O)NCC(F)(F)F the results were Apaf-1 inh -5, TIM10 inh 1, hIAP activ 1.1, hIAP block -5, ATG4B inh -9, mIAP inh -7, NLRP3 yeast inh -2, mIAP activ 1.1 and tim10-1 inh 3.
CC1(OC(=O)CCc2ccccc2)C(=O)C=C2C=C(c3ccc(C#N)cc3)N(C3CC3)C=C2C1=O (stereo not given) was read as Apaf-1 inh 31, TIM10 inh -10, hIAP activ 1.1, hIAP block -14, ATG4B inh -1, mIAP inh 2, NLRP3 yeast inh 4, mIAP activ 0.98 and tim10-1 inh -6.
`Cc1cccc(NC(=O)CN2CCOCC2)c1C` gave Apaf-1 inh -11, TIM10 inh -2, hIAP activ 0.88, hIAP block 12, ATG4B inh 5, mIAP inh 2, NLRP3 yeast inh 12, mIAP activ 0.98 and tim10-1 inh 4.
Screening O=C(O)c1ccc(/C=N/O)cc1 returned Apaf-1 inh 6, TIM10 inh -5, hIAP activ 0.99, hIAP block 1, ATG4B inh -7, mIAP inh 14, NLRP3 yeast inh 7, mIAP activ 0.86 and tim10-1 inh 2.
For O=C(Nc1ccc(CN2CCOCC2)cc1)c1cccc(-c2cc3ccccc3oc2=O)c1 the results were Apaf-1 inh 4, TIM10 inh 9, hIAP activ 0.87, hIAP block 13, ATG4B inh -30, mIAP inh 2, NLRP3 yeast inh 7, mIAP activ 0.98 and tim10-1 inh 10.
O=C(CN1N=C(c2ccccc2)CCC1=O)NCc1ccccc1 was read as Apaf-1 inh -7, TIM10 inh -13, hIAP activ 1, hIAP block -1, ATG4B inh -1, mIAP inh -5, NLRP3 yeast inh 6, mIAP activ 1 and tim10-1 inh 8.
`CCCCSc1nn[nH]n1` gave Apaf-1 inh -15, TIM10 inh -8, hIAP activ 1, hIAP block -1, ATG4B inh 8, mIAP inh -12, NLRP3 yeast inh 2, mIAP activ 1.1 and tim10-1 inh -15.
Screening CCC(CC)NC(=O)c1cccc(Oc2ccccc2)c1 returned Apaf-1 inh 4, TIM10 inh 22, hIAP activ 1, hIAP block 0, ATG4B inh 10, mIAP inh 8, NLRP3 yeast inh -2, mIAP activ 0.92 and tim10-1 inh 28.
`CC(C)Cn1c(SCC(=O)Nc2cccc(S(N)(=O)=O)c2)nc2ccccc2c1=O` gave Apaf-1 inh 4, TIM10 inh -8, hIAP activ 1, hIAP block -3, ATG4B inh -12, mIAP inh -11, NLRP3 yeast inh -11, mIAP activ 1.1 and tim10-1 inh 13.
`CN(C)S(=O)(=O)c1cccc(NC(=O)CCc2nc3sc4c(c3c(=O)[nH]2)CCCC4)c1` gave Apaf-1 inh -1, TIM10 inh 5, hIAP activ 0.92, hIAP block 8, ATG4B inh -23, mIAP inh -3, NLRP3 yeast inh -11, mIAP activ 1 and tim10-1 inh 3.
`O=C(c1ccc(Cl)nc1)N1CCc2ccccc2C1` gave Apaf-1 inh -9, TIM10 inh -2, hIAP activ 1.1, hIAP block -6, ATG4B inh -4, mIAP inh 8, NLRP3 yeast inh 13, mIAP activ 0.92 and tim10-1 inh 10.
For Cc1cccc(-n2ncc3c(N4CCOCC4)ncnc32)c1 the results were Apaf-1 inh 10, TIM10 inh -2, hIAP activ 0.9, hIAP block 10, ATG4B inh -1, mIAP inh 10, NLRP3 yeast inh 39, mIAP activ 0.9 and tim10-1 inh 3.
For O=C(Oc1nsnc1N1CCOCC1)c1ccccc1 the results were Apaf-1 inh -10, TIM10 inh 8, hIAP activ 1.1, hIAP block -12, ATG4B inh -15, mIAP inh -4, NLRP3 yeast inh -1, mIAP activ 1 and tim10-1 inh 21.
For N#Cc1ccccc1NC(=O)CSc1n[nH]c(-c2ccco2)n1 the results were Apaf-1 inh 6, TIM10 inh 8, hIAP activ 0.9, hIAP block 10, ATG4B inh -1, mIAP inh 6, NLRP3 yeast inh 13, mIAP activ 0.94 and tim10-1 inh -5.
`CSc1sc(C(=O)NNC(C)=O)c2c1C=CCC2` gave Apaf-1 inh -27, TIM10 inh 2, hIAP activ 1.1, hIAP block -8, ATG4B inh -9, mIAP inh 6, NLRP3 yeast inh 0, mIAP activ 0.94 and tim10-1 inh -23.
For Cc1sc2ncnc(OCc3nnc(-c4cccs4)o3)c2c1C the results were Apaf-1 inh -3, TIM10 inh 30, hIAP activ 1.1, hIAP block -11, ATG4B inh 2, mIAP inh -5, NLRP3 yeast inh 11, mIAP activ 1.1 and tim10-1 inh 13.
For CCCOC(=O)CN1C(=O)c2ccccc2C1=O the results were Apaf-1 inh 0, TIM10 inh -14, hIAP activ 1, hIAP block -3, ATG4B inh 2, mIAP inh -1, NLRP3 yeast inh -9, mIAP activ 1 and tim10-1 inh -6.
For CCCCC(CC)C(=O)Nc1ccc(C#N)cc1 (stereo not given) the results were Apaf-1 inh 8, TIM10 inh 2, hIAP activ 1, hIAP block -4, ATG4B inh -2, mIAP inh 8, NLRP3 yeast inh -11, mIAP activ 0.92 and tim10-1 inh 29.
Screening O=c1cc(CSc2nnc(COc3ccccc3Cl)o2)nc2sccn12 returned Apaf-1 inh -10, TIM10 inh 17, hIAP activ 1.1, hIAP block -11, ATG4B inh -5, mIAP inh -1, NLRP3 yeast inh 10, mIAP activ 1 and tim10-1 inh 7.
`Cc1ccc(-c2nc3ncccn3c2NC2CCCCC2)o1` gave Apaf-1 inh 8, TIM10 inh 30, hIAP activ 0.78, hIAP block 22, ATG4B inh -3, mIAP inh 7, NLRP3 yeast inh 1, mIAP activ 0.93 and tim10-1 inh 33.
For O=C1c2ccccc2C(=O)N1OCCOCCOCCON1C(=O)c2ccccc2C1=O the results were Apaf-1 inh 0, TIM10 inh 0, hIAP activ 1.1, hIAP block -8, ATG4B inh -1, mIAP inh 6, NLRP3 yeast inh -3, mIAP activ 0.94 and tim10-1 inh 22.
For CCN1C(=O)/C(=C\N2CCN(c3cccc(Cl)c3)CC2)SC1=S the results were Apaf-1 inh 17, TIM10 inh -8, hIAP activ 0.84, hIAP block 16, ATG4B inh 1, mIAP inh 5, NLRP3 yeast inh 7, mIAP activ 0.95 and tim10-1 inh -19.
`Cc1cc(C)c2nc(C(F)(F)F)nc(NCCCN3CCOCC3)c2c1` gave Apaf-1 inh 4, TIM10 inh -19, hIAP activ 0.89, hIAP block 11, ATG4B inh -9, mIAP inh 3, NLRP3 yeast inh 43, mIAP activ 0.97 and tim10-1 inh -33.
CCOc1ccccc1N(C(=O)c1snc(C(N)=O)c1N)C(CC)C(=O)NC1CCCC1 (stereo not given) was read as Apaf-1 inh 16, TIM10 inh 6, hIAP activ 1.2, hIAP block -21, ATG4B inh 1, mIAP inh -4, NLRP3 yeast inh 16, mIAP activ 1 and tim10-1 inh 21.
For COc1ccc2oc3cc(C)[n+]([O-])c(-c4ccc(Cl)cc4)c3c2c1 the results were Apaf-1 inh -1, TIM10 inh 14, hIAP activ 0.94, hIAP block 6, ATG4B inh -3, mIAP inh -1, NLRP3 yeast inh 6, mIAP activ 1 and tim10-1 inh 15.
`CCOC(=O)c1c(C)n(CC(O)CN(CC)CC)c2cc(Br)c(OC)cc12` (stereo not given) gave Apaf-1 inh -1, TIM10 inh -21, hIAP activ 0.98, hIAP block 2, ATG4B inh -10, mIAP inh -9, NLRP3 yeast inh 8, mIAP activ 1.1 and tim10-1 inh 3.

The closing two records of the section above are carried over, then new ones follow:
For COc1ccc2oc3cc(C)[n+]([O-])c(-c4ccc(Cl)cc4)c3c2c1 the results were Apaf-1 inh -1, TIM10 inh 14, hIAP activ 0.94, hIAP block 6, ATG4B inh -3, mIAP inh -1, NLRP3 yeast inh 6, mIAP activ 1 and tim10-1 inh 15.
`CCOC(=O)c1c(C)n(CC(O)CN(CC)CC)c2cc(Br)c(OC)cc12` (stereo not given) gave Apaf-1 inh -1, TIM10 inh -21, hIAP activ 0.98, hIAP block 2, ATG4B inh -10, mIAP inh -9, NLRP3 yeast inh 8, mIAP activ 1.1 and tim10-1 inh 3.
For COc1ccccc1NC(=O)c1ccccc1N(Cc1ccccc1)S(C)(=O)=O the results were Apaf-1 inh -5, TIM10 inh 11, hIAP activ 1.2, hIAP block -16, ATG4B inh -2, mIAP inh 1, NLRP3 yeast inh 9, mIAP activ 0.99 and tim10-1 inh 21.
`NC(=O)C1CCN(c2nc3ccccc3nc2NS(=O)(=O)c2ccc(Br)cc2)CC1` gave Apaf-1 inh 3, TIM10 inh -9, hIAP activ 0.94, hIAP block 6, ATG4B inh 9, mIAP inh 0, NLRP3 yeast inh 15, mIAP activ 1 and tim10-1 inh 4.
`CCCN(CC(=O)Nc1ccccc1C)C(=O)c1cccc(S(=O)(=O)N2CCc3ccccc3C2)c1` gave Apaf-1 inh 21, TIM10 inh 17, hIAP activ 1.2, hIAP block -17, ATG4B inh 4, mIAP inh 0, NLRP3 yeast inh 0, mIAP activ 1 and tim10-1 inh 29.
Screening O=C(N/N=C/c1c[nH]c2ccc(Br)cc12)c1ccc2c(c1)OCO2 returned Apaf-1 inh 14, TIM10 inh 0, hIAP activ 0.9, hIAP block 10, ATG4B inh 1, mIAP inh -3, NLRP3 yeast inh -12, mIAP activ 1 and tim10-1 inh -37.
`CCOC(=O)Cc1nnc(NCc2ccccc2)c2ccccc12` gave Apaf-1 inh 5, TIM10 inh 12, hIAP activ 1.1, hIAP block -14, ATG4B inh -8, mIAP inh -12, NLRP3 yeast inh 13, mIAP activ 1.1 and tim10-1 inh 15.
For CCn1cc([N+](=O)[O-])c(C(=O)N2N=C(c3ccc(O)c(OC)c3)CC2c2ccccc2O)n1 (stereo not given) the results were Apaf-1 inh 28, TIM10 inh 10, hIAP activ 1.2, hIAP block -19, ATG4B inh -17, mIAP inh 20, NLRP3 yeast inh 17, mIAP activ 0.8 and tim10-1 inh 14.
C=CCn1c(SCC(=O)Nc2ncc(Cc3ccc(C)c(Cl)c3)s2)nnc1-c1ccncc1 was read as Apaf-1 inh -1, TIM10 inh -14, hIAP activ 1.1, hIAP block -10, ATG4B inh -4, mIAP inh 3, NLRP3 yeast inh 8, mIAP activ 0.97 and tim10-1 inh 3.
`CCc1nn(C(C)C(=O)N2CCc3ccccc3C2)c(=O)c2cc3occc3n12` (stereo not given) gave Apaf-1 inh 2, TIM10 inh -4, hIAP activ 1, hIAP block -2, ATG4B inh -15, mIAP inh -4, NLRP3 yeast inh 11, mIAP activ 1 and tim10-1 inh 15.

Assay outcomes from PubChem.
